# Bioassay records: PubChem, Sanford-Burnham Center for Chemical Genomics
# hIAP activ – human IAP activation. P09923. purified human IAP, CDP-Star luminescence, 30 min; stronger effect = higher value; 1 = vehicle-only enzyme, 0 = enzyme-free background. activation factor at 10 µM. actives 0.16% (n = 330,000). AID 2524;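 active = activation factor of the enzyme at least 2-fold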; also: the source names both 10 and 20 µM as test concentration; values of inactives mirror those of a sister screen read the other way
# Target sequence (P09923 whole entry, looked up): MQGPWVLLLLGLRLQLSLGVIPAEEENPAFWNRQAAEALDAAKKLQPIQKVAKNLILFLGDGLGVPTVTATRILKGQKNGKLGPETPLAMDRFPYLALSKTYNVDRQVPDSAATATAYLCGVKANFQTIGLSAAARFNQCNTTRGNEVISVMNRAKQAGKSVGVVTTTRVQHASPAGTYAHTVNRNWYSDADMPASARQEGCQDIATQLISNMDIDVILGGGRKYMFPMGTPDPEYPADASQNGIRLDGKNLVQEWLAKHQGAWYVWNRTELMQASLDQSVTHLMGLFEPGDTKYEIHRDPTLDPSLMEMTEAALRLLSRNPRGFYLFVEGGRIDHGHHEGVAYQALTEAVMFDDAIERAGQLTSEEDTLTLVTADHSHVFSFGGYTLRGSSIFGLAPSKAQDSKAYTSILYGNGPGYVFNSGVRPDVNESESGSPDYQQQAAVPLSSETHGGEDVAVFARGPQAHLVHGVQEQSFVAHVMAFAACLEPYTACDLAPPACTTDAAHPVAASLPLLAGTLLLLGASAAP
# MPTP block – permeability transition pore inhibition; actives 1.4% (n = 360,000); inhibition, % at 10 µM; isolated mouse mitochondria, Ca2+ swelling absorbance, 30 min;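 active = inhibition of 50% or more, scaled per plate between neutral and stimulator controls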;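 also: 0% = DMSO wells given calcium and 100% = 1 mM EGTA wells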
# ATG4B inh – blocks human ATG4B protease cleavage of LC3 substrate | inhibition, % at 8.33 µM | actives 0.51% (n = 340,000) | ATG4B cleavage of LC3-PLA2, NBD-HPC fluorescence, 1 h | AID 504462; in the data active = inhibition above about 40%
# MIN6 prolif – inducers of beta-cell replication in MIN6 cells; MIN6 cells proliferation, ATPlite luminescence, 48 h; cells starved in 0.2% serum; 100% = growth in 10% serum; proliferation, % at 10 µM; actives 0.29% (n = 330,000); AID 2380;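 active = compounds whose signal lies at least 3.5 SD above the mean of all wells on their plate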;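 also: 0% = DMSO-treated cells in low-serum medium and 100% = 10% serum control; some compounds called inactive have numbers as strong as hits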
# hIAP block – blocks human intestinal alkaline phosphatase. P09923. purified IAP, CDP-Star luminescence, 30 min. inhibition, % at 10 µM. actives 0.12% (n = 330,000);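 active = inhibition reaching a set limit with compound at 10 µM in the primary screen, cut at about 35% in these data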;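 also: plate controls were DMSO wells with enzyme for no effect and no-enzyme buffer wells for full effect; values of inactives mirror those of a sister screen read the other way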
# A3A deaminase – blocks human APOBEC3A ssDNA deamination. inhibition, % at 20 µM. actives 0.41% (n = 330,000). P31941. recombinant A3A, FAM/TAMRA ssDNA deamination fluorescence;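 active = at least 40% inhibition at 20 µM here, with at most 30% in a related deaminase screen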;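 also: plate controls were A3A with DMSO for no effect and wells lacking A3A enzyme for full effect; some results filed as inactive read as strong as hits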
# mIAP activ – increases mouse intestinal alkaline phosphatase activity | actives 0.24% (n = 330,000) | muIAP, CDP-Star luminescence, 30 min; stronger effect = higher value; 1 = vehicle-only enzyme signal, 0 = enzyme-free wells | AID 2805 | activation factor at 10 µM;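 active = activation factor of at least 2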; also: the source names both 10 and 20 µM as test concentration; values of inactives mirror those of a sister screen read the other way
#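 Assay system: mouse IAP enzyme; Reagent: CDP-Star chemiluminescent phosphatase substrate; Compound: DMSO-dissolved test compounds; Incubation: 30 min, room temperature; Technique: luminescence from enzymatic CDP-Star hydrolysis; Controls: DMSO-only wells and no-enzyme negative control.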
# A3G deaminase – inhibitors of human APOBEC3G DNA deaminase | Q9HC16 | recombinant A3G, ssDNA deamination FAM/TAMRA fluorescence | inhibition, % at 20 µM | actives 0.28% (n = 330,000) | AID 493012;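 active = inhibition of at least 40% at 20 µM, with no more than 30% in the related APOBEC3A deaminase screen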;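 also: plate controls were DMSO wells with A3G for no effect and wells lacking A3G enzyme for full effect; some compounds called inactive have numbers as strong as hits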
# Target sequence (Q9HC16 whole entry, looked up): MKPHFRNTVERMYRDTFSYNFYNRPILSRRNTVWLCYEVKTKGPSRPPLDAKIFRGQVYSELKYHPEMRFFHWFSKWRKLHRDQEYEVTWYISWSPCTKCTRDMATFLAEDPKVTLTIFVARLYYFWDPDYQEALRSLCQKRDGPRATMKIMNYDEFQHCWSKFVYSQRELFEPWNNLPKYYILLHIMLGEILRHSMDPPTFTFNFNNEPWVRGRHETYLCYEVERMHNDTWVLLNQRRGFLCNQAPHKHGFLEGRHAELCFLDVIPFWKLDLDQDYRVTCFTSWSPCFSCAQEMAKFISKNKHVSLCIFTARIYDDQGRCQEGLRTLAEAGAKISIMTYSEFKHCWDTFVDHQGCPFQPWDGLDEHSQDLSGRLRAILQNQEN
# mIAP block – blocks mouse intestinal alkaline phosphatase. purified mouse IAP, CDP-Star luminescence, 30 min. inhibition, % at 10 µM. actives 0.2% (n = 330,000). AID 2806;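 active = inhibition of at least 40% at 10 µM in the primary screen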;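 also: plate controls were DMSO with enzyme for no effect and no enzyme wells for full effect; values of inactives mirror those of a sister screen read the other way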
# * = called active by the depositor; · = no result given.
1. O=C(O)c1cc(N/N=C/c2ccc(N3CCOCC3)cc2)ccc1Cl
2. O=C(O)c1ccc(N=NN2CCCC2)cc1
3. CCOC(=O)C1CCCN(C(=O)c2ccc3nc(-c4ccc(OC)c(OC)c4)c(-c4ccc(OC)c(OC)c4)nc3c2)C1 (configuration not stated)
4. CC(NC(=O)c1ccc(Cl)s1)C1CCCO1 (configuration not stated)
5. Cc1ccc(Nc2c(-c3ccco3)nc3ccccn23)cc1
6. Cc1cc(SCC(=O)Nc2cccc(S(=O)(=O)NC3=NCCCCC3)c2)nc2ccccc12
Compound	1	2	3	4	5	6
hIAP activ	1	1	1	1.1	0.91	0.98
MPTP block	-0.2	-3.6	-0.6	-0.6	3.8	4.1
ATG4B inh	12	-8	-1	-5	21	-8
MIN6 prolif	0	2	-3	-3	-3	-1
hIAP block	-2	-2	0	-9	9	2
A3A deaminase	14	6	0	3	0	4
mIAP activ	0.95	1.1	1	0.98	0.87	0.99
A3G deaminase	-1	3	0	0	1	0
mIAP block	5	-11	-2	2	13	1

7. O=C(NC(=S)N1CCCC1)c1ccc(Cl)cc1
8. COC(=O)c1cccnc1NC(=S)NNC(=O)c1ccncc1
9. CCN(CCO)C(=O)c1ccc2nc(Cc3cccc(Cl)c3)oc2c1
10. S=C(Nc1ccccc1Cl)N(CCCN1CCOCC1)Cc1ccco1
11. CC(=O)N/N=C(\C)c1ccc2c(c1)OCCO2
12. Cc1cc(C)n(Cc2ccc(C(=O)NCCC3=CCCCC3)o2)n1
Compound	7	8	9	10	11	12
hIAP activ	1.1	1	0.93	0.93	0.92	0.82
MPTP block	0.6	-0.2	1.3	0.5	0.0	1.6
ATG4B inh	1	-2	-7	-4	-14	6
MIN6 prolif	-2	-3	-1	0	0	-3
hIAP block	-6	-3	7	7	8	18
A3A deaminase	-4	0	-4	0	1	3
mIAP activ	0.95	1	1	1.1	0.89	0.99
A3G deaminase	-7	-7	-3	0	0	-4
mIAP block	5	0	-1	-7	11	1

13. CCOC(=O)C1=C(C)N(C)C(=O)NC1c1cccc([N+](=O)[O-])c1 (configuration not stated)
14. COc1ccccc1-c1nc(-c2ccc(Br)cc2)no1
15. O=C(NCc1ccc(F)cc1)C1CCC(CNS(=O)(=O)c2cccs2)CC1 (configuration not stated)
16. CC1CCC2(CC1)NC(=O)N(CC(=O)NC1(C#N)CCCCC1)C2=O (configuration not stated)
17. CCN(C(=O)Cc1ccccc1OC)c1nnc(-c2ccncc2)s1
18. CC(C)Oc1ccc(/C=N/NC(=O)c2nnn(-c3nonc3N)c2CN(C)c2ccccc2)cc1
Compound	13	14	15	16	17	18
hIAP activ	0.88	1	1.1	0.94	1.3	1.1
MPTP block	-1.7	1.7	0.1	-0.5	1.0	-1.5
ATG4B inh	-3	-10	5	-6	11	-4
MIN6 prolif	-3	-2	0	4	-1	-6
hIAP block	12	-3	-11	6	-27	-6
A3A deaminase	-3	-2	-4	0	-5	-6
mIAP activ	1	1	1	1.1	1.2	0.92
A3G deaminase	-8	-4	-10	-12	-2	-6
mIAP block	-3	-2	-2	-6	-17	8

19. N#Cc1ccc(C(=O)Nc2cccc3ccccc23)c(F)c1
20. CCC(C)N1C(=O)N(c2cccc(Cl)c2)C(C)(O)CC1(C)C (configuration not stated)
21. CCOC1(C)OCC(=O)[C@]2(CCC3C4CCC5=CC(=O)C=CC5(C)C4C(=O)CC32C)O1 (some centres not stated)
22. COCC(C)NC(=O)c1ccc2nc(-c3ccccc3)c(-c3ccccc3)nc2c1 (configuration not stated)
23. O=C(NC(NC(=O)c1c(F)cccc1F)c1ccc([N+](=O)[O-])cc1)c1c(F)cccc1F
24. O=C(NC(=S)N1CCCCCC1)c1cccc([N+](=O)[O-])c1
Compound	19	20	21	22	23	24
hIAP activ	0.95	0.99	0.92	1.2	0.95	1.1
MPTP block	-1.4	-1.1	2.3	-0.8	-0.6	-1.2
ATG4B inh	-2	-7	-2	-2	5	3
MIN6 prolif	-1	-1	1	-2	4	-2
hIAP block	5	1	8	-18	5	-6
A3A deaminase	4	-2	1	-5	3	0
mIAP activ	0.88	0.98	1	1.1	0.94	0.96
A3G deaminase	2	-4	-2	1	-4	-7
mIAP block	12	2	-4	-12	6	4

25. Cc1c(Cl)cccc1NC(=S)/C(=C(\[O-])c1ccc(Cl)s1)[n+]1ccccc1
26. Cc1nc(SCC(=O)Nc2ccc3c(c2)OCO3)c(C#N)c2c1CCCC2
27. Cn1c(SCC(=O)Nc2nccs2)nnc1-c1ccc(S(=O)(=O)N2CCCC2)cc1
28. O=C1C=C(c2ccc3c(c2)oc2ccccc23)C[C@@H](c2ccc3c(c2)OCO3)C1
29. O=C(COc1ncnc2c(Cl)cc(Cl)cc12)NCCC1=CCCCC1
30. CCCc1nn(C)c(C(=O)Nc2cccc3ccccc23)c1Cl
Compound	25	26	27	28	29	30
hIAP activ	1.1	0.96	0.88	1	0.95	1
MPTP block	7.2	1.5	2.4	0.1	0.8	3.8
ATG4B inh	37	4	4	0	-8	-7
MIN6 prolif	-2	0	0	-1	3	1
hIAP block	-12	4	12	-4	5	-1
A3A deaminase	-4	-1	-4	2	-1	-3
mIAP activ	0.86	1	0.91	0.84	0.98	0.92
A3G deaminase	-4	-3	-5	3	-2	-4
mIAP block	14	-5	9	16	2	8

# Compound profiles, from the list above. Screens in order: hIAP activ | MPTP block | ATG4B inh | MIN6 prolif | hIAP block | A3A deaminase | mIAP activ | A3G deaminase | mIAP block
# Listed for Cc1c(Cl)cccc1NC(=S)/C(=C(\[O-])c1ccc(Cl)s1)[n+]1ccccc1 : 1.1 | 7.2 | 37 | -2 | -12 | -4 | 0.86 | -4 | 14
# Listed for Cc1nc(SCC(=O)Nc2ccc3c(c2)OCO3)c(C#N)c2c1CCCC2 : 0.96 | 1.5 | 4 | 0 | 4 | -1 | 1 | -3 | -5

# An excerpt from above in order of their number in hIAP block, lowest first:
No.	Molecule	hIAP activ	MPTP block	ATG4B inh	hIAP block	A3A deaminase	mIAP activ	A3G deaminase	mIAP block
4	CC(NC(=O)c1ccc(Cl)s1)C1CCCO1 (configuration not stated)	1.1	-0.6	-5	-9	3	0.98	0	2
20	CCC(C)N1C(=O)N(c2cccc(Cl)c2)C(C)(O)CC1(C)C (configuration not stated)	0.99	-1.1	-7	1	-2	0.98	-4	2
29	O=C(COc1ncnc2c(Cl)cc(Cl)cc12)NCCC1=CCCCC1	0.95	0.8	-8	5	-1	0.98	-2	2
16	CC1CCC2(CC1)NC(=O)N(CC(=O)NC1(C#N)CCCCC1)C2=O (configuration not stated)	0.94	-0.5	-6	6	0	1.1	-12	-6

# Two entries drawn at random from those above:
28. O=C1C=C(c2ccc3c(c2)oc2ccccc23)C[C@@H](c2ccc3c(c2)OCO3)C1
30. CCCc1nn(C)c(C(=O)Nc2cccc3ccccc23)c1Cl
Compound	28	30
hIAP activ	1	1
MPTP block	0.1	3.8
ATG4B inh	0	-7
MIN6 prolif	-1	1
hIAP block	-4	-1
A3A deaminase	2	-3
mIAP activ	0.84	0.92
A3G deaminase	3	-4
mIAP block	16	8

# Later entries.
31. COc1c(Cl)cc(C(=O)O)cc1Cl
32. c1ccc2c(c1)CCc1c(-c3ccncc3)n[nH]c1-2
33. CCOC(=O)N1CCN(C(=O)CN(c2ccc(OC)cc2)S(C)(=O)=O)CC1
34. CCS(=O)c1ccccc1C(=O)OC(C)C(=O)Nc1ccc(S(=O)(=O)N2CCCC2)cc1 (configuration not stated)
35. COc1ccc(CCNC(=S)N2CCC(C(N)=O)CC2)cc1
36. O=C(Cn1ccc([N+](=O)[O-])n1)Nc1nccs1
Compound	31	32	33	34	35	36
hIAP activ	0.97	1	1.1	1.2	0.96	0.96
MPTP block	-1.3	-1.0	1.8	1.1	1.4	-0.2
ATG4B inh	6	-10	3	3	-2	2
MIN6 prolif	0	1	3	0	-2	-2
hIAP block	3	-2	-5	-15	4	4
A3A deaminase	1	-3	-2	3	2	0
mIAP activ	1.1	1	0.93	1	1	1.1
A3G deaminase	-9	-7	-6	-2	-1	-3
mIAP block	-11	0	7	-2	-2	-9

37. O=C(CSc1nc(O)cc(=O)[nH]1)N1CCOCC1
38. Cn1c(CNC(=O)c2ccccc2F)nnc1SCC(=O)c1ccccc1
39. OCCN(CC#CCC(O)(c1ccccc1)C1CCCC1)CCO (configuration not stated)
40. CSc1nnc([C@@H](NC(=O)OC(C)(C)C)C(C)C)o1
41. CCOC(=O)C1C(=O)CC(C)(O)C(C(=O)OCC)C1c1ccc(F)cc1 (configuration not stated)
42. Cn1c(=O)c2c(nc(NCc3ccco3)n2C/C=C/c2ccccc2)n(C)c1=O
Compound	37	38	39	40	41	42
hIAP activ	0.87	0.9	1.1	1.1	0.87	0.99
MPTP block	-0.6	-1.2	0.7	1.1	-0.3	89*
ATG4B inh	-12	-2	-4	-11	8	-5
MIN6 prolif	2	-2	-1	2	0	-6
hIAP block	13	10	-7	-10	13	1
A3A deaminase	-5	-4	-2	4	-6	4
mIAP activ	0.95	1	0.93	1	1.1	1
A3G deaminase	-9	-6	-11	-5	-5	-1
mIAP block	5	-1	7	-3	-8	0

43. Cc1ccc(Cl)cc1NC(=O)C1CCCN1S(=O)(=O)c1ccc(-c2ccc(=O)[nH]n2)s1 (configuration not stated)
44. CC(=O)NCC12CC3CC(C1)CC(C(=O)O)(C3)C2
45. Cc1cc2c(nc1C)CCCN2C[C@@H](C)O/N=C1/[C@H]2CCn3c(=O)n(-c4ccccc4)c(=O)n3[C@H]2[C@H](O)[C@@H]2O[C@H]12
46. CC(=O)N1CCc2c(sc(NC(=O)CCS(=O)(=O)c3ccc(C)cc3)c2C#N)C1
47. CCOc1ccc(N/C(=C(/C(Cl)=C(Cl)Cl)[N+](=O)[O-])n2cncn2)cc1
48. CCOc1ccc(-c2[nH]ncc2Oc2cccc(OC)c2)c(O)c1
49. CC1(C)CC(=O)C=C(c2ccc3c(c2)OCO3)C1
50. O=S(=O)(c1cc(Cl)ccc1Cl)n1nnc2ccccc21
51. CCN=C1SC(CC(=O)NCc2ccccc2)C(=O)N1CC (configuration not stated)
Compound	43	44	45	46	47	48	49	50	51
hIAP activ	0.92	0.91	0.93	0.9	1.1	1.6	0.93	1.1	1.2
MPTP block	1.0	-0.9	·	0.1	·	4.5	-0.2	-0.5	0.2
ATG4B inh	2	2	-11	1	·	11	4	-3	-1
MIN6 prolif	4	0	-3	-7	0	-5	0	-1	-4
hIAP block	8	9	7	10	-7	-59	7	-7	-18
A3A deaminase	3	0	-2	9	-2	-2	-1	1	0
mIAP activ	1.1	0.94	0.98	0.91	0.98	0.95	1	0.9	0.94
A3G deaminase	24	-3	-1	0	3	-3	-2	6	-6
mIAP block	-6	6	2	9	2	4	-1	10	6

# Rewritten as labelled records: two of the compounds above.
43. Cc1ccc(Cl)cc1NC(=O)C1CCCN1S(=O)(=O)c1ccc(-c2ccc(=O)[nH]n2)s1 (configuration not stated)
  hIAP activ = 0.92	MPTP block = 1.0	ATG4B inh = 2	MIN6 prolif = 4	hIAP block = 8	A3A deaminase = 3	mIAP activ = 1.1	A3G deaminase = 24	mIAP block = -6
48. CCOc1ccc(-c2[nH]ncc2Oc2cccc(OC)c2)c(O)c1
  hIAP activ = 1.6	MPTP block = 4.5	ATG4B inh = 11	MIN6 prolif = -5	hIAP block = -59	A3A deaminase = -2	mIAP activ = 0.95	A3G deaminase = -3	mIAP block = 4
